Rat MKP-3 inhibitors: inhibition of rat DUSP6 enzyme activity – biochemical, in vitro, primary screen (AID 425); 0.17% of 110,000 active; one-dose inhibition, % at 20 µM; IC50 in µM for titrated hits; recombinant MKP-3 phosphatase activity, fluorescence; higher % means a stronger effect; in the data active = inhibition above about 50%;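 note: plate controls were vehicle for no effect and reference inhibitor for full effect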
Hsp70 displacement: Hsp70 inhibitors, probe displacement, primary screen, biochemical, fluorescence polarization (AID 583) | 0.06% of 140,000 active | Hsp70 fluorescence polarization probe displacement, mP; higher % means a stronger effect | displacement, % at 20 µM; hits with a dose series show IC50 in µM; in the data active = displacement above about 50%;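 note: plate controls were vehicle for no effect and reference ligand for full effect; a part of the inactive calls stands beside numbers as strong as those of hits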
* hit, by the source's call; · = not tested or not shown; & = joins results of further samples. An excerpt; rates above refer to the full screens.

SMILES	Rat MKP-3 inhibitors	Hsp70 displacement
O=C1NC(=S)N(c2ccc(Cl)cc2)C(=O)C1=Cc1ccsc1	4.3%	-5.8%
CCC(CC)C(=O)N=C1SC2CS(=O)(=O)CC2N1CCc1ccc(OC)cc1 (stereo not given)	·	3.6%
O=S(=O)(c1ccc(F)cc1)N1CCN(c2ncnc3c2cnn3-c2ccccc2)CC1	-7.1%	1.8%
CCOC(=O)c1sc(NC(=O)C2CCCC2)c(C(=O)OCC)c1C	2.3%	0.7%
COc1ccc(C)cc1NC(=O)CSc1nnc(COc2ccc(C)cc2)n1Cc1ccco1	-0.3%	1.7%
COCCCN(C(=O)Nc1cccc(Cl)c1)C(C)c1ccccn1 (stereo not given)	·	0.2%
CC(=O)c1cccc(NC(=O)N2CCCC2C(=O)NCc2ccc(F)cc2)c1 (stereo not given)	-8.6%	0.2%
COc1ccccc1C1/C(=C(/O)c2cnn(-c3ccccc3)c2C)C(=O)C(=O)N1CCN(C)C (stereo not given)	-6.3%	2.1%
Cn1cccc1C1(C(F)(F)F)NCCNC1=O (stereo not given)	4.6%	-2.2%
Cc1ccc(NC(=O)COc2ccc3ccccc3c2)cc1Cl	1.5%	0.2%
COc1cc(C(=O)Nc2ccc(S(=O)(=O)N3CCc4ccccc43)cc2)cc(OC)c1OC	·	-9.4%
CC(C)OCCCNC(=O)c1cccs1	-4.5%	-3.6%
Cc1cccc(-c2cc(NC(=O)c3ccc(Cl)cc3Cl)n[nH]2)c1	-3.7%	1.8%
Cc1c(OCC(=O)c2ccccc2)ccc2c3c(c(=O)oc12)CCCC3	2.1%	3.7%
COc1cc(/C=C2\N=C(c3ccccc3Cl)OC2=O)ccc1OC(=O)c1ccccc1Cl	8.0%	0.8%
Cc1ccc2c(c1)-c1c(ssc1=S)C(C)(C)N2C(=O)CSc1nc2ccccc2o1	2.5%	-3.7%
CCN(CC)CCOC(=O)c1ccc(NC(=O)CCN2C(=O)S/C(=C\c3ccc(OC)cc3)C2=O)cc1	0.3%	2.2%
CCOc1ccc(-c2nnc(NC(=O)CSCc3ccccc3)s2)cc1	-0.3%	-1.8%
CC1CCN(c2nc(-c3ccco3)c3c(c2C#N)CC(C)(C)OC3)CC1	-1.7%	8.5%
N#Cc1cccc(NC(=O)CCn2ccnc2)c1	·	3.7%
CCc1nnc(NC(=O)CSc2nnc(-c3ccco3)n2C)s1	4.9%	9.4%
O=C(/C=C/c1ccc(F)cc1)Nc1cccc(Cl)c1Cl	-2.0%	0.1%
CC(Sc1ncnc2ccccc12)C(=O)Nc1ccc2c(c1)OCO2 (stereo not given)	·	5.1%
CC(C)n1ncc(C(N)=O)c1N	-2.5%	1.4%
CCOc1ccc(C(=O)Nc2ccncc2)cc1	-2.1%&4.5%	-4.9%&0.0%
CC(=O)CCc1oc2ccc(C)cc2c1-c1ccccc1	2.5%	0.1%
COc1cc(C(=O)NCc2ccc(-c3nc4ccccc4o3)cc2)cc(OC)c1OC	3.0%	-8.7%
COc1cccc(C2Sc3ccccc3NC3=C2C(=O)c2ccccc23)c1 (stereo not given)	5.2%	-1.1%
COC(=O)c1cc(C(=O)N2CCc3ccccc3C2)cc([N+](=O)[O-])c1	4.4%	-1.1%
O=c1[nH]c(=O)n([C@H]2C[C@H](O)[C@@H](CO)O2)cc1F	-1.6%	3.5%
CCCCSc1nc(C)c(CC(=O)O)c(=O)[nH]1	-8.5%	2.3%
Cc1ccccc1NC(=O)CN(c1ccc(Cl)cc1)S(C)(=O)=O	0.3%	4.7%
N/C(=N\OC(=O)COc1ccccc1)c1cccnc1	-6.1%	2.2%
Cc1cc(NC(=O)CCC(=O)N(Cc2cccs2)C(C(=O)NC2CCCC2)c2ccccc2)no1 (stereo not given)	·	0.9%
c1ccc(-c2nc(N3CCN(c4ccccc4)CC3)nc(-n3ccnc3)n2)cc1	15.7%	7.5%
COc1ccc(-n2nnnc2SCC(=O)NC(=O)Nc2ccc3c(c2)OCCO3)cc1	·	0.4%
O=C(NCc1ccc(Cl)c(Cl)c1)c1cccc(F)c1	0.0%	6.4%
COc1cc(-c2nnc(SCC(=O)N3c4ccccc4Sc4ccccc43)o2)cc(OC)c1OC	·	5.7%
CC12CCC(C(=O)N3CCN(C(=O)C45CCC(C)(C(=O)O4)C5(C)C)CC3)(OC1=O)C2(C)C	-2.8%	3.9%
COC(=O)c1onc(C(=O)c2ccccc2)c1C(=O)OC	-12.2%	0.5%

Whole records as entered above. Order of values: Rat MKP-3 inhibitors | Hsp70 displacement
`O=C(NCc1ccc(Cl)c(Cl)c1)c1cccc(F)c1` in the list: 0.0% | 6.4%
`Cc1cc(NC(=O)CCC(=O)N(Cc2cccs2)C(C(=O)NC2CCCC2)c2ccccc2)no1` (stereo not given) in the list: · | 0.9%

Returning to the listing, starting 6 compounds before the break.
SMILES	Rat MKP-3 inhibitors	Hsp70 displacement
c1ccc(-c2nc(N3CCN(c4ccccc4)CC3)nc(-n3ccnc3)n2)cc1	15.7%	7.5%
COc1ccc(-n2nnnc2SCC(=O)NC(=O)Nc2ccc3c(c2)OCCO3)cc1	·	0.4%
O=C(NCc1ccc(Cl)c(Cl)c1)c1cccc(F)c1	0.0%	6.4%
COc1cc(-c2nnc(SCC(=O)N3c4ccccc4Sc4ccccc43)o2)cc(OC)c1OC	·	5.7%
CC12CCC(C(=O)N3CCN(C(=O)C45CCC(C)(C(=O)O4)C5(C)C)CC3)(OC1=O)C2(C)C	-2.8%	3.9%
COC(=O)c1onc(C(=O)c2ccccc2)c1C(=O)OC	-12.2%	0.5%
COc1c(Cl)cc(Cl)cc1/C=c1\sc2nc3c(C)c(C)ccc3n2c1=O	4.5%	3.0%
Cn1c(=N)c(S(=O)(=O)c2ccccc2)cc2c(=O)n3ccccc3nc21	-2.4%	12.4%
Cc1ccc(Cn2c(NC(=O)c3ccccc3)nc3ccccc32)cc1	3.1%	-1.5%
O=C(c1cc2nc(-c3ccc([N+](=O)[O-])cc3)cc(C(F)(F)F)n2n1)N1CCOCC1	1.3%	1.6%
CN(C)CC(O)CN(c1ccccc1)S(=O)(=O)c1ccc([N+](=O)[O-])cc1 (stereo not given)	0.8%	-1.1%
O=C(Nc1ncc(Cc2ccc(Cl)cc2Cl)s1)c1ccc([N+](=O)[O-])cc1	-2.4%	1.6%
O=S(=O)(N1CCOCC1)n1c(Cc2ccccc2)nc2ccccc21	-4.3%	-1.9%
Cc1ccc(C)c(N2CCN(C(=O)c3ccc(Cn4c(=O)[nH]c5ccccc5c4=O)cc3)CC2)c1	-6.5%	21.8%
CCCCNC(=O)C1CCCNC1=O (stereo not given)	·	-1.4%
COc1cccc(NC(=O)COc2ccc(-c3ccccc3)cc2)c1	0.4%	-2.1%
COC(=O)C(O)(CC(=O)Nc1ccc(C)c(F)c1)C(F)(F)F (stereo not given)	·	-0.1%
O=C(NCc1ccccc1)/C(=C\c1ccc(-c2ccccc2)o1)NC(=O)c1ccccc1	2.3%	-0.9%
Cc1ccc(S(=O)(=O)N/N=C2/CC(c3ccccc3)Oc3ccccc32)cc1 (stereo not given)	·	2.9%
Cc1ccc(C)c(N2C(=O)CC(N3CCN(Cc4ccc5c(c4)OCO5)CC3)C2=O)c1 (stereo not given)	-10.8%	1.4%
COc1ccc(S(=O)(=O)N(CCc2ccccc2)CC(=O)Nc2cccc(Cl)c2C)cc1	4.6%	0.2%
CCOc1cccc(C(=O)Nc2nnc(-c3cccc(OCC)c3)s2)c1	-1.5%	2.5%
COc1ccc(OC)c(NC(=O)c2cc(-c3cccc(Br)c3)nc3ccccc23)c1	-0.5%	-2.0%
CN(C)c1ccc(CNC23CN4CN(CN(C4)C2)C3)cc1	-7.0%&0.1%	2.2%&0.5%
O=C(NCCCO)C(=O)NCc1ccccn1	-1.2%	-1.1%
COc1ccc(C2=C/C(=C\c3cccnc3)C(=O)O2)cc1	-0.5%	1.6%
Cc1cc(=O)c2n(Cc3ccc(Cl)cc3)nc[n+]2[nH]1	-9.9%	-0.7%
COc1cc(C(=O)N2CCc3ccccc3C2)cc(OC)c1OC	2.1%	0.0%
O=c1c2cnn(-c3ccccc3)c2ncn1/N=C/c1ccncc1	-1.4%	3.5%
O=C(O)CCCCCN1C(=O)C(=O)/C(=C(/O)c2ccc(F)cc2)C1c1ccccc1Cl (stereo not given)	1.2%	2.5%
O=S(=O)(Nc1cccc2ncccc12)c1cccs1	-0.9%	5.5%
O=C(Nc1ccc(N2CCCC2)c(Cl)c1)c1ccc(Br)o1	0.0%	-2.4%
CSC1=C(C#N)C(c2ccc(C(C)C)cc2)CC(=O)N1 (stereo not given)	-1.3%	8.7%
CC1CCCC(NC(=O)Cc2ccc(Br)cc2)C1C (stereo not given)	·	-0.4%
CN(C)CCCC(=O)c1ccc2c(c1)OCO2	·	4.0%
Clc1ccc(Cn2c(CNc3ccc(Cl)cc3)nc3ccccc32)cc1	-2.0%	2.6%
CCc1ccc(C(=O)COC(=O)CNC(=O)c2cccs2)cc1	·	0.6%
O=C(Nc1cnc2ccccc2c1)c1cccnc1	5.0%	0.5%
CCOc1cccc(-c2cc(C(=O)N3CCN(Cc4ccccc4)CC3)c3ccccc3n2)c1	5.4%	1.3%
COc1ccc(S(=O)(=O)Nc2cccc([N+](=O)[O-])c2C)cc1	-0.4%	-3.3%
COc1ccc(CSc2nnc3nc(C)cc(C)n23)cc1	2.8%	-1.5%
O=C(CN1CCN(C(c2ccccc2)c2ccccc2)CC1)NC(=O)NCc1ccco1	8.1%	-5.5%
COc1ccc(CN2CCNC(=O)C2CC(=O)O)c(OC)c1 (stereo not given)	2.9%	2.9%
COc1ccc(-c2nnc(SCC(=O)N3CCN(c4ccccc4)CC3)o2)cc1OC	2.1%	-2.7%
COc1ccc(-n2cnnc2SCC(=O)Nc2nc(C)c(Cl)cc2Cl)cc1	·	-1.6%
CC(=O)Nc1cccc(Cl)c1C(=O)O	6.3%	-2.0%
CCc1nnc(NC(=O)CSc2nnc(CSc3nc(C)cc(C)n3)o2)s1	-11.0%	-2.0%
CCn1ccnc1C(O)c1cc(OC)ccc1OC (stereo not given)	0.3%	-4.2%
O=C(CN1CCN(c2ccccn2)CC1)NCCc1ccccc1	-6.4%	-5.1%
CC(C)COC(=O)n1c(=O)oc2cc(S(=O)(=O)N3CCCCC3)ccc21	-0.1%	0.4%
Cc1ccc(C(C)C)c(OCCN2C(=O)NC(C)(C)C2=O)c1	·	-1.9%
Cc1cccc(N2CCN(C(=O)C3CCN(S(=O)(=O)c4cccc5nsnc45)CC3)CC2C)c1 (stereo not given)	-0.1%	7.6%
CCCOC(=O)C1=C(C)NC2=C(C(=O)CC(C)(C)C2)C1c1ccc(N(C)C)cc1 (stereo not given)	8.4%&1.4%	-1.5%&-4.6%
Cc1cc2oc3c(c(=O)c2cc1C)C(c1ccc(F)cc1)N(CCCN1CCOCC1)C3=O (stereo not given)	-13.3%	0.6%
COC(=O)C1=C(C)N=c2s/c(=C\c3ccc4c(c3)OCO4)c(=O)n2C1/C=C/c1ccccc1 (stereo not given)	0.4%	1.6%
O=C(O)CC1CCS(=O)(=O)C1 (stereo not given)	-9.3%	0.6%

An excerpt from above in order of molecular weight, highest first:
SMILES	Rat MKP-3 inhibitors	Hsp70 displacement
COC(=O)C1=C(C)N=c2s/c(=C\c3ccc4c(c3)OCO4)c(=O)n2C1/C=C/c1ccccc1 (stereo not given)	0.4%	1.6%
Cc1cc2oc3c(c(=O)c2cc1C)C(c1ccc(F)cc1)N(CCCN1CCOCC1)C3=O (stereo not given)	-13.3%	0.6%
CCCOC(=O)C1=C(C)NC2=C(C(=O)CC(C)(C)C2)C1c1ccc(N(C)C)cc1 (stereo not given)	8.4%&1.4%	-1.5%&-4.6%

Next part
SMILES	Rat MKP-3 inhibitors	Hsp70 displacement
CCCNCc1cc(OC)c(OCCC)cc1Cl	·	-2.3%
Cc1ccc(-c2nc3ccccc3c(=O)n2CCN2CCOCC2)cc1	-4.7%	0.3%
CCOC(=O)c1ccccc1NC(=O)CN(c1ccc(C)cc1)S(=O)(=O)c1ccc(SC)cc1	-9.6%	1.1%
CCOC(=O)N(C)OC(=O)Nc1ccc(Cl)c(Cl)c1	-0.3%	1.3%
O=C(Nc1ccc(S(=O)(=O)Nc2ncccn2)cc1)c1ccccc1	0.6%	-1.4%
CCCNC(=O)c1nc2ncc(Br)cn2n1	-3.9%	-0.1%
c1ccc(Nc2nc3c(s2)CCc2ccccc2-3)cc1	5.6%	-0.5%
CCOc1cc(CN2CCN(c3cccc(C(F)(F)F)c3)CC2)ccc1OC	·	-1.0%
CN1CCCCc2c1nc1ccccc1c2N (tested in a mixture with another compound)	0.2%	5.8%
NC(=O)c1ncc(C(F)(F)F)cc1Oc1ccc(C(F)(F)F)cc1	·	3.1%
O=C(C1CCN(S(=O)(=O)c2ccc(Cl)cc2)CC1)N1CCOCC1	·	4.5%
O=C(O)CCN1Cc2ccccc2C1=O	-0.8%	-1.0%
Cn1c(=O)c2c(nc(N3CCNCC3)n2Cc2cccc3ccccc23)n(C)c1=O	1.0%	1.8%
O=C(O)c1ccccc1OCCOc1ccccc1C(=O)O	3.9%	4.0%
CC1(C)C(=O)C2(CCCC2)C(=O)OC1c1ccco1 (stereo not given)	3.1%	-2.0%
CCOC(=O)N1CCC(NC(=O)CCc2cn(C)c3ccccc23)CC1	-2.3%	1.9%
COc1cccc(C2CC(c3ccccc3OC)n3ncnc3N2)c1 (stereo not given)	-1.7%	-0.2%
CCOC(=O)c1cc2c(ccn2C)n1CC(=O)N1CCN(c2ccccc2OC)CC1	0.8%	-1.6%
CCCCNC(=O)CSc1nnc(Cc2ccccc2)n1CC	·	0.5%
CC(/C=N/NC(=O)c1n[nH]c2c1CCC2)=C\c1ccccc1	·	-1.1%
CS(=O)(=O)N(CC(O)Cn1c2ccc(Cl)cc2c2cc(Cl)ccc21)c1ccccc1 (stereo not given)	-1.3%	6.3%
